CHRM5 agonist: CHRM5 agonism in calcium assay; CHO-K1 hM5 cells, Fluo-8 calcium fluorescence; 0% DMSO wells, 100% maximal acetylcholine response; activation, % at 3 µM; 0.19% of 360,000 active; AID 624037;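 active means activation above the run's mean over test compounds plus 3 SD, cut at about 23% in these data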;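 further: signal is peak over basal fluorescence ratio across the kinetic read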
Target sequence (P08912 whole entry, looked up): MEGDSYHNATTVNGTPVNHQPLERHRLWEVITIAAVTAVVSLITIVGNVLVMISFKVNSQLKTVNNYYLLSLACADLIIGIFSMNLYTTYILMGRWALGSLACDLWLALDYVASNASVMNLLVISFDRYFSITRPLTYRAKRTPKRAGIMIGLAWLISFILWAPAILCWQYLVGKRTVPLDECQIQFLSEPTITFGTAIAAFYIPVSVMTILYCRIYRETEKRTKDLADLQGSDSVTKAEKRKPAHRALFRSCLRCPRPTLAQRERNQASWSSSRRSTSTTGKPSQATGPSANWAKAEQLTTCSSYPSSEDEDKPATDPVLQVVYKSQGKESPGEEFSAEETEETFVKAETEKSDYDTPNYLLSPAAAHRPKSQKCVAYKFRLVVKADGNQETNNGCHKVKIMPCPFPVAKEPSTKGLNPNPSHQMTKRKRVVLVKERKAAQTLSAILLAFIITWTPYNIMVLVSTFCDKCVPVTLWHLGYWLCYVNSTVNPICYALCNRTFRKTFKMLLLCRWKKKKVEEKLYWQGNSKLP
CRFR2-BP antag: antagonists of CRF-binding protein/CRF-R2 receptor complex; HEK293 CRF-R2/CRF-BP, CRF-induced calcium fluorescence; inhibition, % at 11.8 µM; 0.59% of 350,000 active; AID 588475;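 active means inhibition of the ligand-induced calcium signal above about 50% at the single tested concentration, limit read from the data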
CRFBP-R2 agonist: CRF-BP/CRF-R2 complex agonism | activation, % at 13.2 µM | AID 588473 | 0.46% of 350,000 active | HEK293 CRF-R2/CRF-BP, calcium dye fluorescence (FLIPR); percent of saturating CRF peptide response;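 active means activation of at least 50%, plus an integration ratio under a set limit after plate pattern correction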;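 further: plate controls were neutral control wells without compound for no effect and CRF at EC100 for full effect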
M4 ag: agonists of human muscarinic M4 receptor (CHRM4) | AID 624127 | P08173 | 0.14% of 360,000 active | CHO-K1 hM4/Gqi5, Fluo-8 calcium fluorescence; vehicle 0%, full acetylcholine response 100% | activation, % at 3 µM;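 active means activation above the run mean over all test wells plus 3 SD, cut at about 32% in these data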;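 further: peak over basal fluorescence ratio per well then scaled between controls; 0% = DMSO wells and 100% = acetylcholine at EC100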
Target sequence (P08173 whole entry, looked up): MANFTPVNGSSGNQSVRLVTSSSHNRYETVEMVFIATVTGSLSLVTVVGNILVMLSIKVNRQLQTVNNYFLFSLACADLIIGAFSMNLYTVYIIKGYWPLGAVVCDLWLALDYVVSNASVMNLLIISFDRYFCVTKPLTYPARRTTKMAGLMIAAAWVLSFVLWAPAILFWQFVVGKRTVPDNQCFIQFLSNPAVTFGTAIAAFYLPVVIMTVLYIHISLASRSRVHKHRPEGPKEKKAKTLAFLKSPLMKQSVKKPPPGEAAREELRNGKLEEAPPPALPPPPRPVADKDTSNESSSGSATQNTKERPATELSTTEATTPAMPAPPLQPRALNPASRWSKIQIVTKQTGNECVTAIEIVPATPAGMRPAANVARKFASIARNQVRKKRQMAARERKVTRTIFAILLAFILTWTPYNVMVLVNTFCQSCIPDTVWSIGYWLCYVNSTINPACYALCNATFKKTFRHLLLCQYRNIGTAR
M5 antag: CHRM5 antagonism in calcium assay. P08912. CHO-hM5 cells, Fluo-8 calcium fluorescence, ACh EC80. inhibition, % at 3 µM. 0.59% of 360,000 active;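 active means inhibition above a per-plate cutoff, the mean of that plate's test compounds plus 3 SD, cut at about 27% in these data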;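 further: 0% = acetylcholine EC80 with DMSO and 100% = DMSO without agonist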
M4 antag: antagonists of human muscarinic M4 receptor (CHRM4); inhibition, % at 3 µM; P08173; CHO-hM4 cells, ACh EC80, Fluo-8 calcium fluorescence; 0.73% of 360,000 active;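 active means inhibition above its plate's cutoff, the mean inhibition of sample wells plus 3 SD, cut at about 27% in these data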;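 further: 0% = acetylcholine EC80 with DMSO and 100% = DMSO without agonist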
M4 PAM: CHRM4 positive allosteric modulation. P08173. CHO-K1 hM4/Gqi5, Fluo-8 calcium fluorescence, ACh EC20; 0% = ACh EC20, 100% = maximal ACh. activation, % at 3 µM. 0.4% of 360,000 active;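 active means activation above its plate's cutoff, the mean activation of sample wells plus 3 SD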; further: some results filed as inactive read as strong as hits
M1 PAM: human CHRM1 positive allosteric modulation | activation, % at 3 µM | CHO-K1 hM1, Fluo-8 calcium fluorescence, ACh EC20; 0% = ACh EC20, 100% = maximal ACh | AID 588819 | P11229 | 0.088% of 360,000 active; in the data active means activation above about 19%, passing the limit was not always enough
CHRM5 PAM: potentiates acetylcholine response at human M5 receptor; P08912; AID 624038; 0.3% of 360,000 active; activation, % at 3 µM; CHO-K1 hM5, Fluo-8 calcium, ACh EC20 PAM; 0% = ACh EC20, 100% = ACh EC100;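 active means activation above the run cutoff, the mean activation of all test compounds plus 3 SD, cut at about 18% in these data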
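Assay system: CHO-K1 hM5 cells / Incubation: Fluo-8 loading 80 min at 37 °C plus 30 min room temperature / Technique: Fluo-8 calcium dye fluorescence, kinetic read / Repeats: single replicate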
The depositor's hits bear a star; x = not tested or not shown.

SMILES,CHRM5 agonist,CRFR2-BP antag,CRFBP-R2 agonist,M4 ag,M5 antag,M4 antag,M4 PAM,M1 PAM,CHRM5 PAM
Cc1ccc(S(=O)(=O)/N=C(/c2ccc(F)cc2)N2CCOCC2)cc1,-3,-1,-2.3,2,9,6,-4,2,-3
C=CCn1c(SCC(=O)Nc2sccc2C(N)=O)nc2sc(C)c(C)c2c1=O,4,-9,-1.5,2,3,-18,2,-1,-4
Cc1ccc(-n2nc3c(=O)n(CCCC(=O)NCc4ccc(C)o4)nc(C)c3c2C)cc1,-5,5,-0.9,2,-5,-7,-1,4,-1
N#CCCN1CCN(S(=O)(=O)c2ccc(S(=O)(=O)NCc3ccccc3)cc2)CC1,1,27,-1.2,1,-5,-14,1,-1,-1
O=C(/C=C/c1ccccc1)Oc1ccccc1C(=S)N1CCOCC1,-2,-10,-0.1,9,11,1,-5,2,-10
CC(C)NOC(=O)c1ccc(Cl)cc1,-1,2,0.5,1,-11,2,0,10,2
O=c1[nH]c(=O)n(C2CCCO2)cc1Br (configuration not stated),0,-54,1.9,0,4,2,6,3,0
Cc1ccc(CSc2nc3ncccc3[nH]2)cc1,0,6,-0.2,2,9,-1,6,1,-4
Cc1ccsc1C(=O)Nc1nccs1,-4,17,-1.4,3,-10,-27,9,6,5
Cn1cc(C(=O)C(=O)NC2CCCCC2)c2ccccc21,-6,-6,0.1,-1,8,3,4,7,-3
Cc1ccc(C(O)Cn2nc(C)cc2C)cc1 (configuration not stated),-1,6,-0.6,2,4,-6,18,14,3
Cc1cc(SCC(=O)c2ccc(O)c(O)c2)nc2ccccc12,0,-2,0.7,4,18,4,-8,3,-3
O=C1CCC(C(=O)Nc2cccc3ccccc23)N1 (configuration not stated),-2,7,-2.9,0,-6,0,-5,6,-1
CCOC(=O)c1ccccc1NC(=O)COC(=O)CCNS(=O)(=O)c1cccs1,1,3,-1.7,6,2,-11,2,2,-2
COc1cc(NC(=S)Nc2ccccn2)cc(OC)c1OC,-2,2,0.7,2,10,6,4,-1,-8
Cc1oc(-c2cccc(Cl)c2)nc1CN1CCC(C(=O)N2CCN(c3ccccn3)CC2)CC1,7,-13,2.3,27,5,-10,-16,-12,-21
Cc1ccc(NS(=O)(=O)c2cccc(C(=O)N3CCCCC3)c2)cc1,0,-10,-3.3,2,4,-9,-2,1,1
COCCNC(=O)C(c1ccco1)N(C(=O)Cn1nnc2ccccc21)c1ccccc1C (configuration not stated),-3,-8,-0.8,1,-2,2,2,6,1
CCCNC(=O)C(Cc1cccc(Cl)c1)NC(=O)c1ccc(C#N)cc1 (configuration not stated),1,6,-1.7,0,7,2,-4,6,-2
O=C(N/N=C/c1ccccc1Br)c1cccc(S(=O)(=O)N2CCOCC2)c1,1,1,-0.7,5,14,-11,5,2,-10
COc1ccc(C(=O)NC(=S)Nc2cccc3ncccc23)cc1[N+](=O)[O-],-2,-3,-0.4,2,-8,4,0,5,3
O=C(COC(=O)c1ccccc1C(=O)c1ccccc1)Nc1cccc([N+](=O)[O-])c1,-1,-3,-0.3,7,7,-2,-8,-1,-9
CN(C)C(=O)/C=C\c1cn(-c2ccccc2)nc1-c1ccc2c(c1)OCCO2,-2,-10,-1.6,5,12,10,1,1,-7
CCN1C(=NCc2ccccc2)N[C@@H](c2ccccc2)[C@H](C(=O)OC)[C@H]1C,-4,1,1.9,-1,6,-7,3,-6,-10
COc1ccc(C(=O)N2CCOC2CNC(=O)C(=O)NCc2ccc(Cl)cc2)cc1 (configuration not stated),4,4,-3.2,2,6,-17,12,11,9
CS(=O)(=O)N(CC(=O)Nc1ccccc1-c1ccccc1)c1cccc(F)c1,-5,-29,-0.5,0,6,5,-6,6,1
CN(C)c1ccnc2sc3c(NCC(O)CO)ncnc3c12 (configuration not stated),-2,4,-0.2,0,-9,-5,-1,8,4
Nc1nonc1-n1nnc(C(=O)N/N=C/c2ccccc2Cl)c1-c1ccccc1,1,-4,0.0,3,2,-10,0,6,3
CCOc1cc(CNCCSc2nnnn2C)cc(Br)c1OCc1ccccc1F,3,-3,-1.9,14,10,8,-9,-8,-17
Cc1ccc(S(=O)(=O)NC(CC(C)C)C(=O)NCCCn2nc(C)cc2C)cc1 (configuration not stated),1,1,-1.6,0,7,-1,6,10,4
C=CCOc1ccccc1CN1CCSCC1,-8,-11,0.3,0,-1,10,-9,0,1
Cc1ccc(Cn2c(=N)c(S(=O)(=O)c3ccc(Br)cc3)cc3c(=O)n4ccccc4nc32)cc1,-5,-2,3.4,0,-1,3,1,3,-5
CCN(c1ccc(OC)cc1)S(=O)(=O)c1ccc2c(c1)CCN2C(=O)CCC(=O)O,1,-7,3.6,0,-12,-6,4,5,6
COc1ccc(S(=O)(=O)n2oc(=O)cc2-c2ccccc2)cc1OC,-6,5,-0.1,1,-2,-14,5,3,0
COC(=O)CCSc1nc(N2CCOCC2)c2c(c1C#N)CC(C)(C)OC2,-1,-2,-0.6,0,1,-14,4,5,1
O=C(Nc1ccccc1Cl)c1cc[n+]([O-])cc1,2,14,1.4,0,-1,6,-3,4,2
Fc1cc(NCc2ccccc2)nc(NCc2ccccc2)n1,-5,13,0.4,9,1,-21,1,3,-4
COc1ccc(/C=N/NC(=O)Cc2cccs2)cc1,-1,-6,0.6,1,5,0,-17,3,-6
COc1ccc(-c2noc(CCC(=O)NCCc3cccc(C)c3)n2)cc1,-3,-32,-0.5,6,15,-3,-3,3,-8
O=C(CSc1ncn[nH]1)Nc1ncc(C(F)(F)F)cc1Cl,-2,-3,1.5,0,9,11,0,9,-4

Results in M4 PAM (2 entries from above):
| canonical_smiles | M4 PAM |
| --- | --- |
| CC(C)NOC(=O)c1ccc(Cl)cc1 | 0 |
| C=CCn1c(SCC(=O)Nc2sccc2C(N)=O)nc2sc(C)c(C)c2c1=O | 2 |

The list continues.
SMILES,CHRM5 agonist,CRFR2-BP antag,CRFBP-R2 agonist,M4 ag,M5 antag,M4 antag,M4 PAM,M1 PAM,CHRM5 PAM
CCOC(=O)c1c(C)[nH]c(C(=O)OCC(=O)N(C)C2CCS(=O)(=O)C2)c1C (configuration not stated),-2,-7,-1.6,1,-1,5,-6,4,1
COc1ccc(-c2csc(Nc3ncccc3C)n2)cc1,-3,11,0.7,-2,-2,-7,9,2,-4
O=C(CCNS(=O)(=O)c1cccc2nsnc12)N1CC(=O)N(CCc2ccccc2)C(=O)C1,0,13,0.5,7,11,8,-14,-3,-9
S=c1[nH]nc(-c2cc(-c3ccco3)[nH]n2)n1-c1cccc2ccccc12,-2,-20,16,-1,-5,1,2,13,16
CSc1nc2sc(-c3ccccc3)cc2c(=O)n1N,1,-8,2.9,1,4,14,-1,1,-3
C=CCn1c(SC(C)C(=O)NC2(C#N)CCCCC2)nnc1-c1ccc(OC)cc1 (configuration not stated),2,49,1.4,1,2,6,-5,-9,-1
Cc1cccc(N(Cc2ccccc2)C(=O)c2ccc(S(C)(=O)=O)cc2)c1,-6,-5,-3.2,1,10,-3,0,18,-4
C#CCN(C[C@H]1[C@H](OC(=O)NC2CC2)[C@H](OC(=O)NC2CC2)C[C@H]2C(=O)N(c3ccccc3)C(=O)[C@@H]12)S(=O)(=O)c1ccc(C)cc1,-1,2,4.1,4,-1,-16,1,3,-2
CCn1c(SCc2cccc(C(=O)O)c2)nnc1-c1ccccc1,-1,-13,2.7,0,4,-16,2,6,-5
Cc1ccc(/C=N/NC(=O)CN2CCN(S(=O)(=O)c3ccc(Br)cc3)CC2)s1,-1,-18,0.5,2,3,10,-2,4,-2
CCCCn1c(N)c(N(CCOC)C(=O)CN2C(=O)C3CCCCC3C2=O)c(=O)[nH]c1=O (configuration not stated),1,1,-1.5,1,12,1,-2,-1,2
OCCN(Cc1ccccc1)Cc1cccc(Cl)c1Cl,-2,7,-2.3,-1,0,3,1,1,-2
CO/N=C/c1cn(-c2ccc(Cl)cc2)nn1,0,14,0.1,0,3,-4,8,11,3
CCNc1cc(Cl)nc(SC)n1,-3,3,0.2,0,-4,-10,17,0,7
C/C=C\C(=O)Nc1cccc(C2=NOC3(C2)C[C@@H](C(N)=O)N(C(=O)C2(C)CC2)C3)c1 (some centres not stated),1,0,0.8,0,8,-4,8,9,-1
Cc1c(Br)c([N+](=O)[O-])nn1CC(=O)N1CCc2ccccc2C1,-2,-5,1.4,0,-8,-6,-5,-2,6
CC(=O)Nc1ccc(S(=O)(=O)n2cnc3ccccc32)cc1,-6,11,-1.4,0,3,-5,-2,5,1
COc1ccc(S(=O)(=O)NNC(=O)Nc2ccc(F)cc2)cc1,2,-6,-1.4,6,10,-5,-4,2,-2
O=C(O)C1Oc2ccccc2C1c1ccccc1 (configuration not stated),3,2,-1.8,0,15,5,7,0,-4
O=C(NCc1ccccc1)[C@@H]1CCCN1C(=O)[C@@H]1CCCN1C(=O)c1cccc2ccccc12,0,x,x,5,0,-29,8,x,-3

A different layout for part of the listing above:
CHRM5 agonist	CRFR2-BP antag	CRFBP-R2 agonist	M4 ag	M5 antag	M4 antag	M4 PAM	M1 PAM	CHRM5 PAM	structure
-6	11	-1.4	0	3	-5	-2	5	1	CC(=O)Nc1ccc(S(=O)(=O)n2cnc3ccccc32)cc1
2	-6	-1.4	6	10	-5	-4	2	-2	COc1ccc(S(=O)(=O)NNC(=O)Nc2ccc(F)cc2)cc1
3	2	-1.8	0	15	5	7	0	-4	O=C(O)C1Oc2ccccc2C1c1ccccc1 (configuration not stated)
0	x	x	5	0	-29	8	x	-3	O=C(NCc1ccccc1)[C@@H]1CCCN1C(=O)[C@@H]1CCCN1C(=O)c1cccc2ccccc12

Additional records follow:
SMILES,CHRM5 agonist,CRFR2-BP antag,CRFBP-R2 agonist,M4 ag,M5 antag,M4 antag,M4 PAM,M1 PAM,CHRM5 PAM
Cc1ccc2c(c1)N(C(=O)CCC(=O)NCc1cccnc1)CC(C)O2 (configuration not stated),0,-8,-1.2,0,3,-4,5,7,-5
Cn1c(CO)cnc1S(=O)(=O)Cc1c(Cl)cccc1Cl,-2,9,2.0,1,0,1,3,14,6
COc1ccc(Nc2nnc(SCC(=O)Nc3ccc4[nH]c(=O)[nH]c4c3)s2)cc1,-5,-11,2.1,0,-6,-14,-2,10,-2
CC(=O)c1sc(NC(=O)CN2C(=O)C3CCCCC3C2=O)nc1-c1ccccc1 (configuration not stated),2,-24,-0.3,4,7,8,-7,-3,-19
Cc1ccc(S(=O)(=O)N2CCN(C(=O)CN3C(=O)NC4(CCOc5ccccc54)C3=O)CC2)cc1 (configuration not stated),-4,-1,2.2,0,-7,6,1,10,5
COc1ccc(CCNC(=O)C(=O)NCC2OCCCN2S(=O)(=O)c2cc(C)ccc2C)cc1 (configuration not stated),-4,-3,0.6,6,-6,2,-5,-7,-5
COc1ccc2[nH]c3c(c2c1)CN(C)CC3,-6,1,-1.9,1,-4,-11,8,4,2
O=C(Nc1ccc(N2CCOCC2)cc1)c1ccc2nc(-c3ccco3)c(-c3ccco3)nc2c1,2,2,-1.1,9,10,-5,0,-4,-9
COC(=O)c1ccc(COc2cc([N+](=O)[O-])cc3cccnc23)o1,-1,23,0.9,2,1,-2,6,4,4
NC(=O)[C@@H]1CCCN1Cc1nc(-c2cccs2)no1,2,-1,0.3,2,0,-2,3,-3,6
